Compound activity as filed in PubChem BioAssay.
S3 lipid droplet: qHTS Assay for Lipid Storage Modulators in Drosophila S3 Cells; Drosophila S3 cells, BODIPY lipid droplet fluorescence, 18-24 h; cells fed with added oleic acid; Potency in µM for hits, for the others lipid storage change, negative = inhibition, % at the top dose, mostly 46.1 µM; 0.64% of 320,000 active; active = well fitted inhibition curve with a large enough effect in the signal ratio, with a control signal flat, not every such curve was filed as active; inconclusive = small, poorly fitted or top-dose-only effect, or effect the other way, or a change in a side signal; the % refers to the signal ratio
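Laser-scanning cytometry quantifies lipid droplet accumulation (500–530 nm total intensity; droplet/cell object ratio) in oleic acid-fed (400 uM added) Drosophila S3 cells treated with a concentration series. 20 uM Triacsin C defined 100% inhibition.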
S3 lipid droplet cell count max: second read-out of S3 lipid droplet, no call of its own (marks repeat the call); cell number change, %; measured here: cell count max response;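 cells counted by Cell Tracker Red CMTPX staining in the red channel; peak over a dose series mostly up to 46.1 µM; percent activity relative to internal control wells on each plate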
* = called active by the depositor; i = inactive; ? = inconclusive; . = no result given; [ ] = another dose, or the depositor's remark. % is scaled to controls: 0 for no effect and ±100 for the full control effect; potency is read from the fitted curve at half-maximal effect. This is a subset; rates above refer to the full screens.

No.	S3 lipid droplet	S3 lipid droplet cell count max	mol
1	-7.3%	0.7	Cc1sc(NC(=O)c2cc(-c3ccccc3)nc3ccccc23)c(C(N)=O)c1C
2	?	.	Cc1ccc(S(=O)(=O)N(CCC(=O)O)c2ccccc2)cc1
3	24.1%	.	COc1ccc(/C=C(\C#N)C(=O)c2c(C)[nH]c3ccccc23)cc1OC
4	-4.3%	-14.6	O=C(NNC1=C(C(=O)C(F)(F)F)CCC1)c1cccc(O)c1
5	?	.	CC(Oc1ccc(Cl)cc1Cl)C(=O)NCCCN(C)C (centres undefined)
6	?	.	CCOc1ccc(NC(=O)COC(=O)C2C3CC4OC(=O)C2C4C3)cc1 (centres undefined)
7	2.8%	2.4	CCOC(=O)c1sc(NC(=O)c2ccc(S(=O)(=O)N(CC)CC)cc2)nc1C
8	?	.	COc1ccc(CNc2c(C(=O)O)cnc3c2cnn3C)cc1
9	-0.4%	13.5	COc1ccc(C(=O)Nc2ccnn2C2CCN(Cc3ccccn3)CC2)cc1
10	i	-8.1	CCc1ccc(N=C2NC(=O)/C(=C/c3cc(Br)c(OCC(=O)O)c(OC)c3)S2)cc1
11	?	.	COc1ccc(N(Cc2ccccc2)S(=O)(=O)c2cccc(C(=O)Nc3ncccc3C)c2)cc1
12	?	.	CCOC(CNC(=O)c1cc(C)nn1-c1ccccc1)OCC
13	i	-13.0	O=C(Nc1ccc(F)cc1)Nc1ccc2c(c1)OCO2
14	?	.	Cc1ccc(S(=O)(=O)Nc2ccc(C(=O)N3CCOCC3)cc2)cc1
15	-5.5%	-2.8	O=C(Nc1cccc(-c2nnc(-c3ccccc3)o2)c1)C1CCCCC1
16	-7.8%	-11.6	O=C(CSc1ncn[nH]1)N1N=C2/C(=C/c3ccccc3)CCCC2C1c1ccccc1 (centres undefined)
17	-5.4%	2.4	CC(C(N)=O)N1c2cccc3cccc(c23)S1(=O)=O (centres undefined)
18	?	.	O=C(CN1C(=O)COc2ccccc21)NCCCN1CCN(c2ccccc2F)CC1
19	i	-1.4	CCCc1ccc(C(=O)CCC(=O)NNC(=O)c2ccncc2)cc1
20	?	.	CN(C)c1ccc(/C=N\NC(=O)CC#N)cc1
21	i	.	C(=N\c1ncnc2sccc12)/NOCc1ccccc1
22	?	.	Nn1c(=O)c2ccccc2n2c(SCc3ccc(C(F)(F)F)cc3)nnc12
23	i	0.5	CC(=O)Nc1ccc(N2C(=O)c3ccc(S(=O)(=O)c4ccc(C(=O)O)cc4)cc3C2=O)cc1
24	?	.	CC1=NOC(=O)/C1=C\c1ccc(-c2cccc(Cl)c2)o1
25	?	.	CCCNC(=O)c1ccc(N2CCC3(CC2)CC(c2cccc(Br)c2)=NO3)c(NC(=O)c2cccc(OC)c2)c1
26	?	.	O=C(COc1ccccc1)N1CCN(C(=O)c2cccs2)CC1
27	?	.	CCOc1ccccc1C(=O)Nc1cccc(-c2ccc(N3CCOCC3)nn2)c1
28	?	.	CCOc1c2ccc(C(=O)NC3CCCc4ccccc43)cc2nn1CC (centres undefined)
29	8.4%	9.7	CCOc1cc(C(=O)OCc2cccc(OC)c2OC)ccc1OCC(=O)N1CCOCC1
30	?	.	CCOCCCNC(=O)Cn1cc2c(n1)CCCCC2
31	?	.	Cc1cc(NC(=O)C(C)SCC(=O)OCc2ccc([N+](=O)[O-])cc2)no1 (centres undefined)
32	8.1%	0.3	CCn1c(SCC(N)=O)nc2ccccc2c1=O
33	-18.0%	15.0	C=CCN(CC=C)S(=O)(=O)c1ccc(NC(=S)NC(=O)C2CC2)cc1
34	?	.	Cc1ccc(SCC(=O)Nc2nnc(-c3ccco3)o2)cc1
35	?	.	CC(=O)Nc1ccc(N2C(=O)c3cccc4c(O)ccc(c34)C2=O)cc1
36	17.7%	.	CCN1CCN(Cc2ccc(NC(=O)c3ccc(C)c(NC(=O)c4ccc5n[nH]nc5c4)c3)cc2C(F)(F)F)CC1
37	?	.	COc1ccccc1CNC(=O)CN1C(=O)c2ccc([N+](=O)[O-])cc2C1=O
38	0.1%	-13.1	C=CCNC(=S)NNC(=O)c1ccc(=O)n(Cc2ccccc2)c1
39	-5.3%	4.3	O=C(NCc1ccccc1)C1=C[C@@H](c2ccccc2)C[C@@H](OCc2ccc(CO)cc2)O1
40	i	-4.6	COc1ccc(-c2cn[nH]c2N)cc1
41	?	.	O=C(c1cc(-c2ccco2)on1)N1CCOCC1
42	?	.	CCCCNC(=O)NC(C(=O)OC)C12CC3CC(CC(C3)C1)C2 (centres undefined)
43	-28.9%[0.0737 µM]	.	O=C(OCc1cccc(C(F)(F)F)c1)c1cc([N+](=O)[O-])ccc1N1CCOCC1
44	?	.	C=CCNc1nc(-c2ccc([N+](=O)[O-])cc2)cs1
45	?	.	COc1cccc(CN(C)C(=O)c2ccc(COc3ccc(Cl)cc3)cc2)c1OC
46	?	.	CCC(Cc1ccccc1)NC(=O)/C=C/c1ccco1 (centres undefined)
47	i	.	COC(=O)c1ccc(/C=N/OCC(=O)Nc2cc(F)ccc2F)cc1
48	?	.	CCOCCCNC(=O)CNC(=S)N(Cc1ccccc1F)C1CCCCC1
49	1.6%	1.4	C=CCOc1ccc(/C=N/NC(C)=O)cc1OCC
50	12.0%	-6.4	CCCOc1ccc(N2C(=O)CC(NCCNc3ccc([N+](=O)[O-])cn3)C2=O)cc1 (centres undefined)

The last five entries of the section above open the next one:
No.	S3 lipid droplet	S3 lipid droplet cell count max	mol
46	?	.	CCC(Cc1ccccc1)NC(=O)/C=C/c1ccco1 (centres undefined)
47	i	.	COC(=O)c1ccc(/C=N/OCC(=O)Nc2cc(F)ccc2F)cc1
48	?	.	CCOCCCNC(=O)CNC(=S)N(Cc1ccccc1F)C1CCCCC1
49	1.6%	1.4	C=CCOc1ccc(/C=N/NC(C)=O)cc1OCC
50	12.0%	-6.4	CCCOc1ccc(N2C(=O)CC(NCCNc3ccc([N+](=O)[O-])cn3)C2=O)cc1 (centres undefined)
51	?	.	COc1ccc(-n2ncc3c2CC(C)(C)CC3NC(=O)c2oc(C)cc2C)cc1 (centres undefined)
52	2.0%	2.9	CC(C)(C)C1c2[nH]c3ccccc3c2CCN1CCCn1cccn1 (centres undefined)
53	-13.5%	-7.3	Oc1c(Br)cc(Br)cc1C=Nc1ccc2[nH]ncc2c1
54	?	.	COc1ccc(-c2csc(NC(=O)c3cccc(S(=O)(=O)N4CCN(C)CC4)c3)n2)cc1
55	?	.	O=C(Nc1ccc2c(c1)OCO2)c1ccc(COc2ccc3c(c2)CCC3)o1
56	?	.	CC(C)Cn1c2c(c(O)c(C(=O)Nc3ncccc3O)c1=O)CCCC2
57	?	.	CCCc1nnc(SCC(=O)Nc2ccccc2Cl)n1CC1CCCO1 (centres undefined)
58	i	-17.1	O=c1[nH]c(Nc2ccc(F)cc2)cc2ccccc12
59	-17.0%	-3.1	CCn1c(SCc2cccc(F)c2)nnc1-c1cccnc1
60	6.1%	-12.4	c1ccc(C2CC(c3ccccc3)n3c(nc4ccccc43)N2)cc1 (centres undefined)
61	-5.1%	-0.8	CSC1=N/C(=C\c2ccc(Cl)cc2)C(=O)N1N(C)C
62	-11.6%	-6.3	COC(=O)c1ccc(N2CCOCC2)c(NC(=O)c2ccco2)c1
63	?	.	CCOc1ccc(Cn2nnc(C(=O)NCc3ccccc3)c2N)cc1
64	8.9%	1.8	NC(=O)NC(=O)CSc1cccc(C(F)(F)F)c1
65	?	.	O=C(NCc1cccnc1)c1ccccc1-c1ccccc1
66	i	-16.8	CC(C)n1cc(CN2CCCC(CNS(=O)(=O)c3cccc4cccnc34)C2)cn1 (centres undefined)
67	?	.	CCC1CCCCN1Cc1ccc(CNC(=O)CCc2nnc3ccc(N4CCCCC4)nn23)o1 (centres undefined)
68	-5.2%	-2.2	CCC(C)C(=O)Nc1nnc(SCC(=O)Nc2ccc(F)cc2)s1 (centres undefined)
69	?	.	Cc1cc(C)n(-c2ccc(C(=O)OCc3nnc(-c4ccccc4)o3)cc2)n1
70	?	.	C=CCN(Cc1nc(-c2ccccc2)no1)C(=O)c1ccco1
71	?	.	COCCCNCCCCOc1ccc(Br)cc1Cl
72	?	.	C=C(C)CSC1=C(C#N)C(c2ccccc2Cl)CC(=O)N1 (centres undefined)
73	-1.3%	.	Nc1ncc(Br)cc1S(=O)(=O)Nc1ccccc1F
74	?	.	COc1cccc(N(C(C)=O)c2nc(C)cc(C)c2C#N)c1
75	i	20.6	CCOC(=O)CC(=O)CSc1nc2c(cc1C#N)CCC2
76	?	.	O=C(OCc1csc(-c2ccccc2)n1)c1cccs1
77	?	.	CCC(C)NC(=O)c1ccc2c(Cl)c3c(nc2c1)CCC3 (centres undefined)
78	-4.3%	4.2	CC(NC(=O)c1cc(F)c(F)cc1Cl)c1ccncc1 (centres undefined)
79	-22.9%	13.5	COCCn1c(SCc2ccc(F)cc2)nc2ccccc2c1=O
80	?	.	C=CCc1cccc(/C=N/NC(=O)CNc2ccccc2OC)c1O
81	1.5%	9.1	CN(C)CCNC(=O)COc1cccc2c1OC(C)(C)C2
82	23.1%	.	CN(C)c1nc(OCCNC(=O)Nc2ccc(Cl)cc2)nc(N(C)C)n1
83	17.3%	-15.1	CSc1nc(SCC(=O)NCc2ccco2)c2c3c(sc2n1)COC(C)(C)C3
84	?	.	CC(C)(C)c1ccc(C(=O)N2CCN(CCNC(=O)C(=O)NCc3ccc(Cl)cc3)CC2)cc1
85	0.8%	18.9	CCCOc1ccc(C2=NNC(=O)CC2)cc1
86	?	.	O=C(Nc1cccc(Cl)c1)N1CCCC1
87	-0.5%	-0.7	COc1cc(OC)c(OC)cc1NC(=O)CC1COc2ccccc2O1 (centres undefined)
88	-3.0%	11.4	COC(=O)c1sc(NC(=S)NC(=O)c2cccc(Br)c2)nc1C
89	i	-23.1	Cc1cc(NC(=O)CCC(=O)N(Cc2ccco2)C2(C(=O)NC3CCCCC3)CCCCC2)no1
90	?	.	CC(C)CCC(CC(C)O)C(=O)NNC(=S)Nc1ccccc1 (centres undefined)
91	18.3%	.	O=C(CN1C(=O)c2ccccc2S1(=O)=O)Nc1ccc(S(=O)(=O)Nc2ncccn2)cc1
92	21.6%	4.1	COc1ccc(NC(=O)CNC(c2ccccc2)c2ccccc2)cc1
93	-8.2%	-50.0	COc1ccc(C(=O)OCC(=O)NC2CC2)cc1[N+](=O)[O-]
94	?	.	c1ccc2sc(C3CCN(Cc4nnnn4Cc4ccc5c(c4)OCO5)CC3)nc2c1
95	?	.	O=C(CSc1nnc(C2CCCCC2)n1Cc1ccccc1)NCc1ccco1
96	8.3%	1.1	N#CNC(=Nc1ccc(F)cc1)SCc1ccccc1
97	-11.9%	-9.5	COc1ccc(-c2c[n+](CC(=O)N3c4ccccc4Sc4ccccc43)c3n2CCC3)cc1
98	-0.7%	-3.7	CCOC(=O)CN(C(=O)CSc1nnc(-c2ccncc2)n1CCCOC)c1ccccc1
99	?	.	Cc1cc(F)ccc1S(=O)(=O)N1CCCOC1CNC(=O)C(=O)NCc1ccncc1 (centres undefined)
100	?	.	COc1ccc(CCNC(=O)c2cc(C3CC3)nc3c2cnn3C(C)C)cc1OC

(continued)
No.	S3 lipid droplet	S3 lipid droplet cell count max	mol
101	?	.	COc1cc(OC)c2c(C)cc(=O)oc2c1C(CCN1CCOCC1)c1ccc(N(C)C)cc1 (centres undefined)
102	?	.	CCC(=O)N1CCC2(CC1)Oc1ccc(F)cc1C(=O)C21CC(c2ccc(Cl)cc2)=NO1 (centres undefined)
103	19.4%	.	Cc1ccc(C(=O)C(C)Sc2nnc(N)s2)cc1 (centres undefined)
104	?	.	Cc1nc(N2CCN(C(c3ccccc3)c3ccccc3)CC2)[nH]c(=O)c1C
105	?	.	COC(=O)/C(=C/c1cccc([N+](=O)[O-])c1)NC(=O)c1ccc(OC)cc1
106	?	.	CC1CN(CC(O)COc2ccc(C(C)C)cc2)CC(C)O1 (centres undefined)
107	i	.	O=C(Nc1ccccc1)C1=C(O)CC(c2ccoc2)CC1=Nc1ccccc1 (centres undefined)
108	?	.	c1ccc2c3n(nc2c1)CCCCO3
109	?	.	Cc1cnc(C(=O)OC(C)C(=O)Nc2ccc(Oc3ccccc3)cc2)cn1 (centres undefined)
110	?	.	CCCCC12CN3CCN(CC(C3)/C1=N\NC(=O)c1ccccc1N)C2
111	i	4.8	CCOc1ccc(-c2c[n+](=O)c3c(n2[O-])CCCC3)c(OCC)c1
112	0.9%	1.3	CSc1ccc(/C=C/C(=O)NC23CC4CC(CC(C4)C2)C3)cc1
113	-7.8%	12.0	CC(C)CC(=O)N1CCN(Cc2cccc([N+](=O)[O-])c2)CC1
114	?	.	CC(=O)Nc1ccc(CN2CCN(CC(C)C)C(CCO)C2)cc1 (centres undefined)
115	5.2%	14.1	O=C(N/N=C/c1ccc([N+](=O)[O-])cc1)c1cnccn1
116	?	.	O=S1(=O)CC(O)C(N=Nc2c(O)n(Cc3ccccc3)c3ccccc23)C1 (centres undefined)
117	?	.	Cc1cccc(NS(=O)(=O)c2nnc(NC(=O)c3ccc(Cl)cc3)s2)c1
118	18.5%	-20.5	Fc1ccc(C2CC(c3ccco3)=Nc3ccccc3S2)cc1 (centres undefined)

Grouped by structure, the entries above with a thiophene ring, fused or not (5)
No.	S3 lipid droplet	S3 lipid droplet cell count max	mol
1	-7.3%	0.7	Cc1sc(NC(=O)c2cc(-c3ccccc3)nc3ccccc23)c(C(N)=O)c1C
21	i	.	C(=N\c1ncnc2sccc12)/NOCc1ccccc1
26	?	.	O=C(COc1ccccc1)N1CCN(C(=O)c2cccs2)CC1
76	?	.	O=C(OCc1csc(-c2ccccc2)n1)c1cccs1
83	17.3%	-15.1	CSc1nc(SCC(=O)NCc2ccco2)c2c3c(sc2n1)COC(C)(C)C3
